CSM14.1 death rescue = rescue of cells from ER stress-induced death, primary screen, 384-well, CSM14.1, thapsigargin, ATP luminescence (AID 1222). 190,000 tested, under 10 active. CSM14.1 thapsigargin-induced death rescue, ATP luminescence; higher % means a stronger effect. cellular ATP content (survival), % at 20 µM, or EC50 in µM where a hit was titrated;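 active = EC50 below 50 µM in the dose-response confirmation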;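 note: death triggered by thapsigargin at about 15 µM added after 2 h compound pretreatment; cell ATP read after overnight thapsigargin exposure of roughly 18 to 22 hours; normalized against plate controls of thapsigargin alone and 5% DMSO vehicle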
Hep lipid drop = inhibitors of hepatocyte lipid droplet formation, primary screen, imaging, high-throughput imaging, BODIPY stain; inhibition, % at 6.5 µM; AML12 mouse hepatocytes, oleate lipid droplets; 0.4% of 240,000 active;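 active = lipid droplet intensity inhibited by at least 50%, with more than 500 cells counted; inconclusive = wells with under 300 cells, treated as cytotoxic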
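Assay system: AML12 hepatocytes (mouse); Probe or stimulus: oleic acid at 100 µM to induce lipid droplet formation; Dosing: compound at 6.5 µM only; Schedule: compound with oleate, overnight; Detection: fluorescence imaging, 20x objective, two fields per well; Measure: % inhibition of lipid droplet signal.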
Yfh1-depleted yeast = enhancers of respiration in Yfh1-depleted yeast, dose response, Friedreich's ataxia, plus single-dose screen (AID 1465) | S. cerevisiae Yfh1-off respiration, WST-1 reduction, 72 h; higher fold induction means a stronger effect | one-dose fold induction at 50 µM; EC50 in µM for titrated hits | 0.074% of 220,000 active;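 active = fold induction of absorbance versus untreated yeast above a set limit, then at least 30% activation at any dose in follow-up; inconclusive = repeats straddling the limit, or above it without dose testing; inactive = fold induction below the set limit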;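 note: activators that raise dye reduction in frataxin-depleted yeast; strong numbers were not always called active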
MT stabilizer = microtubule stabilizers in HeLa cells, primary screen, imaging, high-content imaging; HeLa tubulin immunostaining HCS, 24 h; share of cells brighter than vehicle mean+2SD; % tubulin-high responders, % at 10 µM; 0.83% of 200,000 active;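 active = plate Z-score above 3 for both tubulin-high and condensed-nucleus cell shares, with cell loss under 80%, at 10 µM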;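 note: anti alpha tubulin signal scored within the nucleus-defined area of each cell; some results filed as inactive read as strong as hits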
P. falciparum M1AAP = P. falciparum M1AAP inhibitors, biochemical, fluorogenic H-Leu-NHMec substrate, 1536-well (AID 1445); 0.42% of 220,000 active; recombinant M1AAP, H-Leu-NHMec fluorogenic kinetic assay; higher % means a stronger effect; inhibition, % at 30 µM; hits with a dose series show IC50 in µM;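 active = primary inhibition above the hit cutoff, then over 50% inhibition at one or more dose response concentrations, cut at about 23% in these data, passing the limit was not always enough; inconclusive = conflicting primary data, or primary hits not chosen for dose response; inactive = low primary inhibition, or under 50% at every dose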;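 note: plate controls were DMSO full reaction for no effect and no enzyme background for full effect; strong numbers were not always called active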
Autophagy HCS = autophagy modulators in MEF cells, primary screen, imaging, high-content, MEF GFP-LC3 | MEF GFP-LC3 puncta imaging; test concentration mostly 10 µM | calls only at 10 µM (by protocol) | 0.98% of 190,000 active;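 active = percentage of spot-positive cells more than 3 SD above its plate mean, without a fluorescence outlier flag or 80% toxicity; inconclusive = no clear call, values can overlap the other calls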;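 note: spot-positive cell cutoff set from DMSO-treated cells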
Insulin prom up = insulin promoter activators in MIN6 cells, imaging, high-content screening, mouse beta cells | AID 1625, 2009 | MIN6 insulin promoter-GFP reporter; stronger effect = higher value | z-score at 5 µM | 0.3% of 190,000 active;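 active = z-score above 3 at 5 µM with at least 500 cells counted in the well; inconclusive = wells under 500 cells, flagged as cytotoxic or low count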
M17LAP inhibition = P. falciparum M17LAP inhibitors, primary screen, biochemical, fluorogenic H-Leu-NHMec substrate, 1536-well (AID 1619) | Leucine aminopeptidase (Plasmodium falciparum (isolate 3D7)) | recombinant M17LAP, H-Leu-NHMec fluorogenic kinetic assay; higher % means a stronger effect | inhibition, % at 30 µM; hits with a dose series show IC50 in µM | 0.38% of 220,000 active;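 active = compound inhibiting the enzyme by more than half at any dose during confirmatory dose-response retesting; inconclusive = strong single-dose inhibitors picked by rank but not retested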;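 note: plate controls were full reaction with DMSO carrier for no effect and no enzyme background for full effect; strong numbers were not always called active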
Dynein transport = inhibitors of GR-EGFP nuclear translocation, primary screen, dynein cargo transport inhibitor project, imaging, high-content, 3617.4 mouse cells. test concentration mostly 20 µM; stimulated with dexamethasone, 1 µM; stronger effect = lower value. 0.47% of 220,000 active. z-score, hits read low. AID 1381, 2008;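 active = plate z-score of nuclear minus cytoplasmic receptor signal below a set negative limit, without overly bright fluorescence or cell loss, cut at about -3.5 in these data, passing the limit was not always enough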;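 note: z-score of nuclear minus cytoplasmic ring GR-EGFP intensity difference per well; some compounds called inactive have numbers as strong as hits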
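Buffer or medium: tet-free, stripped-serum medium; Also added: dexamethasone, 1.0 µM final; Technique: high-content fluorescence imaging after fixation; Times: 48 h induction, 1 h compound, 30 min dex at 37 °C; Read-out: per-cell GR-EGFP intensity, nucleus versus surrounding cytoplasmic ring, well-averaged.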
Dynein transport cytoplasmic EGFP = further read-out of Dynein transport, marked with its call; z-score; measured here: cytoplasmic GR-EGFP intensity; stronger effect = higher value
Dynein transport nuclear GR-EGFP = second read-out of Dynein transport, no call of its own (marks repeat the call); z-score; measured here: nuclear GR-EGFP intensity;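 lower value marks the stronger effect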
Dynein transport cell count = also measured in Dynein transport; calls as there; z-score; measured here: cell count per field
Insulin prom up cell count = recorded beside Insulin prom up, whose call it bears; cell count; measured here: cytotoxicity, nuclei count;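 total cells summed across four imaged fields per well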
Hep lipid drop cells 6.5 µM = second read-out of Hep lipid drop, no call of its own (marks repeat the call); cell count; measured here: cell count, cytotoxicity flag;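 cells counted across two imaged fields per well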
MT stabilizer Hoechst-high % = recorded beside MT stabilizer, whose call it bears; % Hoechst-high responders; measured here: nuclear condensation Hoechst responders;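 share of cells brighter than vehicle mean plus two SD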
MT stabilizer cytotoxicity % = further read-out of MT stabilizer, marked with its call; toxicity, %; measured here: cytotoxicity by cell density;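 0% = mean cell density of plate MIN control wells and 100% = no cells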
Autophagy HCS cell loss 18 h = further read-out of Autophagy HCS, marked with its call; toxicity, %; measured here: cell loss, nuclei count;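 cell loss after 18 h compound exposure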
Starred values were filed as active, the others as inactive; i = inactive; u = inconclusive; x = not tested or not shown.

SMILES	CSM14.1 death rescue	Hep lipid drop	Hep lipid drop cells 6.5 µM	Yfh1-depleted yeast	MT stabilizer	MT stabilizer Hoechst-high %	MT stabilizer cytotoxicity %	P. falciparum M1AAP	Autophagy HCS	Autophagy HCS cell loss 18 h	Insulin prom up	Insulin prom up cell count	M17LAP inhibition	Dynein transport	Dynein transport cytoplasmic EGFP	Dynein transport nuclear GR-EGFP	Dynein transport cell count
CCCCOc1ccc(C2C(C(=O)c3ccc(C)o3)=C(O)C(=O)N2CC2CCCO2)cc1 (centres undefined)	-3.4%	-16.2	718	i	3.0	2.2	7.3	5.1%	i	-1.1	1.13	1194	-15.8%	-0.261	-0.246	-0.0674	0.665
O=C(Nc1ccccn1)c1ccc(Br)c(S(=O)(=O)N2CCCCC2)c1	-1.0%	-15.8	656	i	1.2	2.7	4.9	4.8%	i	-9.4	0.12	1440	-81.0%	-0.651	-0.339	-0.592	1.02
CC(O)CSc1nc2c(c(=O)n(C)c(=O)n2C)n1CCCc1ccccc1 (centres undefined)	x	2.2	582	i	x	x	x	1.1%	x	x	u	x	3.6%	-1.09	-0.675	-0.327	0.317
COc1ccc(CCNC(=O)COc2ccc(S(=O)(=O)NC(C)C)cc2)cc1OC	-5.7%	-7.3	695	i	4.0	2.5	5.7	0.9%	i	16.7	-0.7	1150	1.4%	-0.298	-0.0414	0.0567	0.744
CCCc1nn(C)c2c1C(c1cccnc1)C(C#N)=C(N)O2 (centres undefined)	0.1%	20.4	655	i	3.1	2.0	3.1	-6.5%	i	-1.8	0.42	1749	0.1%	-0.692	-0.209	0.16	0.0147
O=C(CSc1nc2c(sc3ccccc32)c(=O)n1CCCN1CCCC1)NCc1ccccc1	-2.7%	-4.5	686	i	2.5	2.9	6.6	16.1%	i	2.6	x	x	-10.1%	-0.148	-0.17	-0.0356	0.211
COc1cc(/C=N/NC(=O)c2c(-c3ccccc3)noc2C)ccc1O	-2.3%	1.6	649	i	1.9	1.6	4.2	7.4%	i	25.0	-0.09	1697	12.9%	-0.844	-0.435	-0.237	0.0588
COc1ccccc1NC=C1C(=O)OC(C)(C)OC1=O	0.6%	x	x	i	4.5	2.1	11.8	10.9%	i	16.2	0.56	1101	-2.3%	1.75	-0.363	1.13	-1.25
CC(C)COc1ccc(C(=O)N2C(=O)c3ccc(N)cc3C2=O)cc1	x	-12.8	703	i	x	x	x	-5.2%	x	x	-0.29	1425	7.6%	0.55	-0.223	0.387	-0.374
O=C(COC(=O)COc1ccc2ccccc2c1)Nc1cc(C(F)(F)F)ccc1N1CCOCC1	0.3%	-26.4	584	i	4.4	3.1	10.3	-2.3%	i	1.8	-0.23	1276	-1.1%	-1.06	-0.204	-0.654	0.134
CC(NCC(O)c1ccc([N+](=O)[O-])cc1)C12CC3CC(CC(C3)C1)C2 (centres undefined)	x	-0.1	715	i	x	x	x	4.0%	x	x	-0.12	1492	-3.0%	0.772	-0.239	0.177	-0.49
COCC(=O)N/N=C(\C)CC(=O)NCc1ccco1	-1.7%	13.7	728	i	1.6	1.4	3.5	2.1%	i	0.6	-0.59	1166	-0.8%	0.985	-0.323	0.657	-0.0722
Cc1ccc(/C=C(\NC(=O)c2ccccc2)C(=O)NCCc2ccccn2)o1	-1.3%	5.2	596	i	5.5	2.6	6.4	9.1%	i	3.9	0.2	1308	20.4%	-0.61	-0.252	-0.135	0.926
CC1CCN(C(=O)CSc2nnc(Cn3c(=O)sc4ccccc43)n2C)CC1	-1.5%	-1.1	708	i	3.2	3.0	4.6	-3.7%	i	8.3	0.19	1217	-3.5%	-0.568	-0.245	0.0229	0.477
CC(C)(C)C(=O)Nc1ccc(N=Nc2ccccc2)cc1	-4.0%	-5.3	684	i	3.5	1.6	6.1	12.0%	i	-5.6	-0.04	1551	2.1%	0.657	-0.328	0.587	0.0888
Cc1oc(-c2ccccc2)cc1C(=O)Nc1cccc(C(=O)O)c1	x	-7.6	643	i	2.9	1.3	6.3	6.8%	i	1.2	0.86	1072	18.5%	0.545	-0.167	0.241	-0.64
Nc1c(C(=O)Nc2ccccc2)c2nc3ccccc3nc2n1CCCN1CCOCC1	x	31.1	661	i	x	x	x	11.4%	x	x	0.09	1025	2.2%	-1.25	-0.669	-0.497	-0.182
COc1cc(OC)cc(C(=O)OCn2nnc3ccccc3c2=O)c1	x	3.9	669	i	1.0	2.7	1.0	9.1%	i	-12.4	x	x	-6.1%	-0.503	-0.189	-0.0476	0.36
CN(C)C(=O)c1ccc2c(c1)C1C3CCC(C3)C1C(c1ccccc1)N2 (centres undefined)	-2.0%	1.0	689	i	3.0	3.3	11.0	10.5%	i	-5.9	-0.37	1395	1.9%	-0.832	-0.298	-0.627	0.347
CC1(C)C=C(c2ccc(O)cc2)CC(C)(C)N1	0.6%	x	x	i	4.4	2.7	4.6	14.5%	i	3.0	0.34	1217	4.3%	-0.786	-0.296	-0.661	1.35
Cn1cc(/C=C/c2nc3ccccc3c(=O)n2-c2cccc([N+](=O)[O-])c2)c2ccccc21	-2.2%	-11.6	647	i	4.6	1.7	5.4	3.2%	i	-8.2	-0.02	1228	-1.1%	-0.432	-0.271	-0.553	0.185
CC(C)(C)C(=O)COC(=O)C1CC(=O)N(c2ccccc2)C1 (centres undefined)	0.6%	20.0	706	i	2.3	2.1	2.7	-1.6%	i	-11.2	0.2	1476	-4.8%	0.494	-0.196	0.113	-0.56
CSc1ccc(S(=O)(=O)NCCOc2ccccc2C)cc1	-2.4%	-1.0	741	i	5.5	1.8	2.6	-3.5%	i	2.6	0.86	1178	-80.7%	-0.759	-0.0461	-0.517	0.254
COc1ccc2nc(NC(=O)c3cccc(-c4cc5ccccc5oc4=O)c3)sc2c1	-0.4%	14.8	671	x	7.5	3.9	5.6	0.0%	i	10.9	0.38	1265	4.9%	0.0744	-0.00154	-0.124	-1.33
Cc1ccc2c(c1)C(c1ccccc1)N(C(=O)C(C)C)CC(=O)N2 (centres undefined)	-2.7%	-18.5	700	i	3.3	3.7	6.2	-2.2%	i	8.2	-0.24	1827	-4.7%	1.83	-0.0644	1.46	-1.16
CN(Cc1ccccc1)c1nc2c(c(=O)[nH]c(=O)n2C)n1CCCc1ccccc1	1.1%	x	x	i	3.5	3.0	1.2	6.2%	i	-0.7	-0.58	834	-2.5%	-1.14	-0.205	-0.55	0.815
Cc1ccc(C)c2c1cc(C)c1nnc(SCC(=O)Nc3nc4c(s3)CCCC4)n12	1.9%	-6.2	486	i	5.2	21.5	19.9	9.9%	i	8.8	-0.09	1379	16.4%	-0.719	-0.298	-0.623	0.566
CCOC(=O)Cn1nnnc1C(C(C)C)N(Cc1cccs1)Cc1cc2cc(C)ccc2[nH]c1=O (centres undefined)	2.4%	-17.1	732	i	1.7	0.6	3.2	-11.4%	i	5.6	1.36	918	-5.0%	-0.109	-0.42	-0.18	0.923
O=C(O)c1ccccc1NCc1ccncc1	-1.4%	x	x	i	4.4	2.4	10.2	1.2%	i	1.4	0.33	1323	-1.4%	-0.564	-0.167	-0.0373	0.169
N#CC1=C(N)Oc2n[nH]c(-c3ccccc3)c2C1c1ccncc1 (centres undefined)	-0.4%	x	x	i	4.6	2.7	9.1	5.4%	i	-11.9	0.4	1338	62.5%	0.516	-0.181	0.658	-1.14
C=C(C)CN=c1scc(C)n1/N=C/c1ccco1	1.0%	x	x	x	3.2	4.6	8.7	3.0%	i	-2.0	0.58	1238	4.0%	-0.548	-0.113	-0.215	0.766
CC(=O)c1cccc(N/C=C\C(=O)c2ccc(C)cc2)c1	-1.7%	17.3	646	i	4.2	3.6	10.6	10.4%	i	-10.3	0.19	1346	-2.6%	-0.0424	-0.242	-0.014	0.449
CN(C)c1ccc(C2Nc3ccccc3C(=O)N2CCN2CCNC2=O)cc1 (centres undefined)	x	-13.8	748	i	x	x	x	14.3%	x	x	0.26	1446	6.6%	-0.812	-0.189	-0.538	0.937
CCCCCC(=O)Nc1nc(C)c(-c2csc(Nc3ccccc3OCC)n2)s1	-0.1%	x	x	i	7.5	3.4	5.2	0.3%	i	-28.2	-1.04	1304	-13.8%	1.02	-0.238	0.772	0.689
COC(=O)/C=c1/s/c(=C(/C#N)C(=O)NCc2ccccc2)n(-c2ccccc2)c1=O	-0.5%	7.1	759	i	2.8	2.0	4.8	7.3%	i	-3.0	0.07	956	-3.1%	-1.33	-0.0689	-0.524	1.21
COc1cccc(NC(=O)C(NC2CCCC2)c2ccccc2)c1 (centres undefined)	-0.7%	x	x	i	3.0	1.3	4.1	2.8%	i	0.4	-0.08	1255	-0.9%	0.503	-0.0778	0.559	-1.19
CC(NC(=S)Nc1ccc(S(N)(=O)=O)cc1)c1ccc2c(c1)OCO2 (centres undefined)	6.7%	7.8	702	i	3.4	1.5	2.5	-0.4%	i	14.1	0.42	1339	8.1%	-0.636	-0.212	-0.155	0.638

Screening data deposited in PubChem BioAssay by several laboratories.
